HDAC3 inh: HDAC3 deacetylase inhibitors, primary screen, biochemical, fluorescence, cell-free homogeneous | Histone deacetylase 3 (Homo sapiens), O15379 | recombinant HDAC3, fluorogenic peptide/trypsin coupled | inhibition, % at 8.3 µM | 0.15% of 320,000 active; in the data active = inhibition above about 26%, passing the limit was not always enough; inconclusive = no clear call, values can overlap the other calls
Target sequence (O15379 whole entry, looked up): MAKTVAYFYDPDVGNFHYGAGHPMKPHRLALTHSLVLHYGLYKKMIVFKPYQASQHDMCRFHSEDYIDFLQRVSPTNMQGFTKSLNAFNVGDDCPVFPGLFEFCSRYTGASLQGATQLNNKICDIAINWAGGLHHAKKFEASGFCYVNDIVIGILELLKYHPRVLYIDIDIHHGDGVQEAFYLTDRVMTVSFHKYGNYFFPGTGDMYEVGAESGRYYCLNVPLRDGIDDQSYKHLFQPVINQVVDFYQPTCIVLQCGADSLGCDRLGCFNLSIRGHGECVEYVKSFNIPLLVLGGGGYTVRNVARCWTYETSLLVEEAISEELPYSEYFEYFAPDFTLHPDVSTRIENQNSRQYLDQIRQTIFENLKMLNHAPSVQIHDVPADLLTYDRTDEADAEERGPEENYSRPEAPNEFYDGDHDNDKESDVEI
Numbers without * were called inactive; u = inconclusive. Some of the compounds tested; count on the stated rates, not on these rows.

compound | HDAC3 inh
CC(C)=CCC[C@](C)(O[C@@H]1O[C@H](CO[C@@H]2OC[C@H](O[C@@H]3OC[C@@H](O)[C@H](O)[C@H]3O)[C@H](O)[C@H]2O)[C@@H](O)[C@H](O)[C@H]1O)C1CC[C@]2(C)C1[C@H](O)CC1[C@@]3(C)CC[C@H](O)C(C)(C)C3[C@@H](O)C[C@]12C (stereo partly drawn) | -4.9
NC(=O)c1ccsc1NC(=O)COC(=O)Cc1ccccc1Cl | 6.6
CN(c1ccccc1)S(=O)(=O)c1cccc(NC(=O)Cc2n[nH]c(=O)c3ccccc23)c1 | -0.1
Cn1c(CC(=O)NNC(=O)c2ccc(F)cc2Cl)nc2ccccc21 | -0.9
O=C(NCCOc1ccccc1)c1ccc2n[nH]nc2c1 | 0.9
C[C@@]12C(=O)Nc3cc(Cl)ccc3C(=O)N1[C@H]1c3ccccc3OC[C@@H]1[C@@H]2c1ccccc1 | 3.9
O=C(COC(=O)c1cccc(F)c1)NC(=O)NCc1ccccc1 | 1.8
COCCCNC(=O)Cn1cnc2c(OCc3ccccc3)ncnc21 | -5.4
Cn1nc(C(=O)Nc2cccc(C(=O)NC3CC3)c2)c2ccccc2c1=O | -7.6
COc1cc(OC)cc(C(=O)NCC(=O)OCC(=O)NC(C)CCc2ccccc2)c1 (stereo not drawn) | -5.2
COc1ccc(NC(=O)COC(=O)Cc2c[nH]c3ccccc23)cc1Cl | 7.4
O=C(CNS(=O)(=O)c1ccc2ccccc2c1)Nc1ccc(F)c(F)c1F | 12.4
Cc1ccc(SCC(=O)Nc2ccc(N3CCOCC3)cc2)cc1C | 2.0
COc1ccc(CCNC(=O)CSCC(=O)Nc2cc(S(C)(=O)=O)ccc2Cl)cc1 | -5.2
CCCCOc1ccc(C(=O)OCC(=O)c2c(N)n(C)c(=O)n(C)c2=O)cc1 | -1.6
Cc1cc(NC(=O)CSc2nc(-c3cccs3)nc3ccccc23)no1 | -0.6
CCOc1ccccc1OCCCC(=O)N1CCN(S(=O)(=O)c2ccc(Cl)cc2)CC1 | 2.9
CCOC(=O)C1CCCN(C(=O)CCc2nc3sc4c(c3c(=O)[nH]2)CCCC4)C1 (stereo not drawn) | -1.6
COc1ccc(C(=O)Nc2ncc(C)s2)cc1S(=O)(=O)N1CCOCC1 | 3.4
Cc1ccc(NC(=O)CN(C)CC(=O)N(CC(C)C)c2c(N)n(CC(C)C)c(=O)[nH]c2=O)c(C)c1 | -4.3
CC(C)C[C@@H](CN1C(=O)C(=O)NC[C@@H]1CC(C)C)NC(=O)Cc1ccccc1 | -2.3
Cc1cc(C)cc(NC(=O)CSc2nnc(CNC(=O)c3ccco3)n2C)c1 | -1.6
CCN(CC(=O)Nc1cccc(S(=O)(=O)N(C)c2ccccc2)c1)Cc1ccccc1 | -3.0
Cc1cccc(CCN2C(Nc3ccccc3)=NC[C@@H]2CC(C)C)c1 | 2.6
O=C(C[C@H]1C/C=C\C[C@H](NC(=O)OCC2c3ccccc3-c3ccccc32)C(=O)O[C@@H](c2ccccc2)CNC1=O)NCCO | -0.7
N#Cc1ccccc1NC(=O)CSc1n[nH]c(=O)n1C1CC1 | -3.7
COc1ccc(CCNC(=O)c2cc(S(=O)(=O)N3CCOCC3)ccc2F)cc1 | -4.9
Cc1cnc(C(=O)OCC(=O)Nc2cccc(S(=O)(=O)N3CCOCC3)c2)cn1 | -11.5
COc1ccccc1OCCNC(=O)CCS(=O)(=O)c1ccccc1 | 0.1
CCc1ccc(N2CC(C(=O)NCC(C)(C)N3CCOCC3)CC2=O)cc1 (stereo not drawn) | -2.3

(listing goes on)
compound | HDAC3 inh
O=C(COC(=O)c1cc(=O)[nH]c2ccccc12)Nc1ccccc1F | 7.8
Cc1cn[nH]c1 | 1.7
Cc1[nH]c2ccc(C(=O)OCC(=O)Nc3cccc(S(N)(=O)=O)c3)cc2c1C | 12.7
CN(C)C1=NCCN1CC1CCCCC1 | 1.4
O=C(COC(=O)Cc1ccsc1)Nc1cccc(Cl)c1 | 2.8
COc1ccc(C(=O)NCc2ccccc2CN2CCCC2)cc1S(=O)(=O)Nc1ccc(C)cc1 | 0.9
C=CCC[C@H](Cc1ccc(F)cc1)C(=O)OC[C@@H](C)NC(=O)[C@H](CC=C)CC(=O)NCCO | 3.6
CC(C)N(C(=O)[C@H]1CC(CC(=O)NCc2ccco2)C(=O)N2CCc3c([nH]c4ccccc34)[C@]12C)C(C)C (stereo partly drawn) | 2.2
COc1ccc(C(=O)O)cc1S(=O)(=O)NC1CCN(Cc2ccccc2)CC1 | 1.2
O=C(COC(=O)/C=C/c1ccc(S(=O)(=O)N2CCOCC2)cc1)Nc1ccc(F)c(F)c1F | -1.3
Cc1noc(C)c1COc1ccc(C(=O)N2CCN(S(=O)(=O)c3cccc(F)c3)CC2)cc1 | -0.4
C[C@H](CO)N1C[C@H](C)[C@@H](CN(C)S(C)(=O)=O)Oc2ccc(N(C)C)cc2C1=O | 0.7
C[C@@H]1[C@H](O)C[C@@]23COC(=O)C2=CCCC3[C@@]1(C)CCC1COC(=O)C1 (stereo partly drawn) | -0.2
COc1ccc(-c2c(-c3cc(OC)cc(OC)c3)n(C)c3ccc(-c4ccc(S(N)(=O)=O)cc4)cc23)cc1 | 3.2
CCN1CCN(c2ccccc2NC(=O)c2ccc(-n3cccn3)cc2)CC1 | 0.8
O=C(COC(=O)c1ccc[nH]c1=O)Nc1ccc(N2CCCCC2)cc1 | -0.2
CCN(c1ccccc1)S(=O)(=O)c1ccc(Cl)c(NC(=O)CNC(C)c2ccccc2)c1 (stereo not drawn) | 2.8
Cc1nnc(NC(=O)c2ccc(S(=O)(=O)N3CCCCC3)cc2)s1 | u
O=C(CN1CCN(c2ccccc2)CC1)NC(=O)NCc1ccccc1 | -4.9
O=C(CN1C(=O)NC2(CCc3ccccc32)C1=O)Nc1c(Cl)cccc1Cl (stereo not drawn) | 2.2
COc1ccc(NC(=O)CN2C(=O)NC(C)(C3CC3)C2=O)cc1S(=O)(=O)N1CCCCC1 (stereo not drawn) | 8.4
Cc1ccc(S(=O)(=O)N2[C@@H](c3ccccc3F)C(C(=O)O)=CC[C@H]2c2cccs2)cc1 | -4.1
CC(=O)N1CCN(c2ccc(S(=O)(=O)N3CCOCC3)cc2[N+](=O)[O-])CC1 | 4.5
COc1ccc(S(=O)(=O)N2CCOCC2)cc1NC(=O)COC(=O)c1[nH]c(C)c(C(C)=O)c1C | 2.9
COc1ccc(C(=O)OCC(=O)Nc2c(C)n(C)n(-c3ccccc3)c2=O)cc1 | -0.4
CC(C(=O)Nc1ccc2c(c1)OCO2)n1cnc2c1c(=O)n(C)c(=O)n2C (stereo not drawn) | 8.0
COc1ccc([C@H]2CC(=O)C=C(c3ccc4c(c3)OCO4)C2)cc1 | 13.9
Cc1cc(OCC(=O)Nc2ccccc2C)no1 | -2.3
CC(C)(C)OC(=O)C[C@@H]1C/C=C\C[C@@H](CC(=O)N[C@H](CO)Cc2ccccc2)C(=O)N2CCC[C@@H]2COC1=O | 1.3
CCOc1ncccc1C(=O)Nc1cccc(S(=O)(=O)N2CCCCC2)c1 | 2.6

Four entries from above, field by field.
SMILES: CC(C)N(C(=O)[C@H]1CC(CC(=O)NCc2ccco2)C(=O)N2CCc3c([nH]c4ccccc34)[C@]12C)C(C)C (stereo partly drawn)
  HDAC3 inh: 2.2
SMILES: COc1ccc(C(=O)O)cc1S(=O)(=O)NC1CCN(Cc2ccccc2)CC1
  HDAC3 inh: 1.2
SMILES: O=C(COC(=O)/C=C/c1ccc(S(=O)(=O)N2CCOCC2)cc1)Nc1ccc(F)c(F)c1F
  HDAC3 inh: -1.3
SMILES: Cc1noc(C)c1COc1ccc(C(=O)N2CCN(S(=O)(=O)c3cccc(F)c3)CC2)cc1
  HDAC3 inh: -0.4

Next section
compound | HDAC3 inh
CCc1noc(C)c1C(=O)Nc1nc(-c2ccccc2)c(C(C)=O)s1 | 2.1
CCN(CC)S(=O)(=O)c1ccc(N2CCOCC2)c(NC(=O)c2[nH]c(C)c(C(C)=O)c2C)c1 | 1.6
CC(=O)Nc1ccc(S(=O)(=O)NCC(=O)OCC(=O)c2ccc[nH]2)cc1 | -2.9
O=C(OCC(=O)c1ccc[nH]1)c1ccc(C(F)(F)F)cc1 | -0.5
O=C(CCC1CCCC1)NNC(=O)c1ccc(F)cc1 | -4.8
COc1ccc2c(c1)OC[C@H]1[C@H]2N2C(=O)CN(Cc3ccc(C)cc3)C(=O)[C@@]2(C)[C@H]1c1ccccc1 | 0.2
O=C(COC(=O)c1ccc([N+](=O)[O-])cc1)Nc1ccccc1C(=O)NC1CC1 | -1.1
CN(C(=O)COC(=O)c1cncc(Br)c1)C1CCCCC1 | 3.6
CN(C(=O)c1ccc(NC(=O)Cc2cccc(NC(=O)C3CCN(C(=O)C4CCCC4)CC3)c2)cc1)C1CCCC1 | 8.6
COc1ccc(CNC(=O)CN2C(=O)NC(c3ccccc3)(c3ccccc3)C2=O)cc1 | -1.4
O=C(COC(=O)C12CC3CC(CC(C3)C1)C2)NNC(=O)c1ccccc1 | 3.7
CN(C(=O)c1ccc(NC(=O)Cc2ccc(NC(=O)C3CCCN(C(=O)C4CC4)C3)cc2)cc1)C1CC1 (stereo not drawn) | 6.8
COc1ccc(C(CNC(=O)c2cc(S(=O)(=O)N3CCCC3)ccc2Cl)N2CCCC2)cc1 (stereo not drawn) | -1.0
Cc1ccc(C(=O)CN(CCC(=O)O)C(=O)c2ccncc2)cc1 | -8.8
O=C(Nc1cc(S(=O)(=O)Nc2ccccc2F)ccc1Cl)c1ccc(F)cc1F | 3.5
O=C(Nc1cccc(S(=O)(=O)NC2=NCCC2)c1)c1ccccc1 | 1.9
CCN(C(=O)CSc1ccc(S(=O)(=O)N2CCOCC2)cn1)c1ccccc1 | 11.5
CCOc1ccc(S(=O)(=O)Nc2cc(NS(=O)(=O)c3ccc(OCC)cc3)cc(C(=O)O)c2)cc1 | 4.8
O=S(=O)(Nc1ccc2c(c1)OCO2)c1cccc(Br)c1 | 3.0
NC(=O)Nc1ccc(C(=O)OCC(=O)N2CCc3ccccc3C2)cc1 | -2.1
Cc1csc(=O)n1CC(=O)Nc1ccc(Cl)cc1F | -3.3
O=C(CSc1nnc(N2CCOCC2)n1-c1cccc(F)c1)N1CCN(c2ccccn2)CC1 | -1.7
CC(C)=CCC/C(C)=C/CNC(=O)CC1C[C@H](C(=O)N2CCCCC2)[C@@]2(C)c3[nH]c4ccccc4c3CCN2C1=O (stereo partly drawn) | -2.5
CC(C(=O)NCC(=O)Nc1ccc(F)c(F)c1F)N1CCN(Cc2ccc(C#N)cc2)CC1 (stereo not drawn) | 0.0
CCN(CC(=O)Nc1cc(Cl)ccc1C)C(=O)CC1CCCC1 | -8.0
CCCCn1c(N)c(N(C(=O)CSc2nnnn2-c2ccccc2)C2CCCC2)c(=O)[nH]c1=O | -1.6
N#Cc1ccsc1NC(=O)CSc1nncs1 | -8.2
Cc1cc(C)cc(NC(=O)COC(=O)c2ccc(CN3CCCC3=O)cc2)c1 | -3.1
Cc1ccc(NC(=O)CSc2nnnn2C2CCCC2)cc1S(=O)(=O)N1CCOCC1 | 18.9
COc1ccc(-c2cn(Cc3ccc(C(N)=O)cc3)c(-c3ccncc3)n2)cc1 | 10.7

More entries follow:
compound | HDAC3 inh
O=C(CN1C(=O)S/C(=C/c2cccs2)C1=O)N1CCCC1 | -6.9
CC(=O)NC(CC(=O)OCC(=O)c1ccc(NC(=O)CC(C)C)cc1)c1ccccc1 (stereo not drawn) | -0.2
COc1ccc(NS(=O)(=O)c2ccc(O)c(NS(=O)(=O)c3ccc(NC(C)=O)cc3)c2)cc1 | 0.2
CCc1ccc(C(=O)CN2C(=O)NC3(CCOc4ccccc43)C2=O)s1 (stereo not drawn) | 15.2
CCN(CC(=O)Nc1ccccc1OC)C(=O)c1ccc(NC(=O)c2cccs2)cc1 | 8.4
COc1cccc(C(=O)OCC(=O)NCc2ccc3c(c2)OCO3)c1OC | 0.4
Oc1ccccc1O | -7.8
Cc1nn(CC(=O)NC2CCC(C)CC2)c(C)c1[N+](=O)[O-] (stereo not drawn) | -1.7
COc1ccccc1OCC(=O)NC1CCCCCCC1 | 0.3
Cc1cc(C)n2nc(SCC(=O)N3CCOCC3)nc2n1 | -3.6
CC(=O)c1cccc(S(=O)(=O)NCCC(=O)NC2CCCCCC2)c1 | -1.0
Cc1cnc(NC(=O)CCCNC(=O)c2ccc(Cl)cc2)s1 | 1.3
Cc1cc(C(=O)OCC(=O)Nc2ccccc2C(F)(F)F)on1 | -7.8
O=C1NC(=O)C(=O)N1 | 0.6
Cc1cc(NS(=O)(=O)c2ccc(NC(=O)CNS(=O)(=O)c3ccccc3)cc2)nc(C)n1 | 6.5
CC(=O)Nc1ccc(C(=O)CN2C(=O)NC3(CCOc4ccccc43)C2=O)c(F)c1 (stereo not drawn) | 12.4
CC(Oc1ccc(Cl)cc1)C(=O)N1CCN(C(=O)c2ccco2)CC1 (stereo not drawn) | 1.8
O=C(Nc1ccc(F)cc1)C(c1ccccc1)N1CCN(CC(=O)N2CCOCC2)CC1 (stereo not drawn) | 0.4
Cn1cnnc1SCC(=O)Nc1ccc2ccccc2c1 | -0.3
COc1ccc(NC(=O)Nc2ccc3c(c2)C(=O)N([C@H](C)CO)C[C@H](C)[C@@H](CN(C)C(=O)NC2CCCCC2)O3)cc1 | -0.2
CN(CC(=O)Nc1ccc(OC(F)(F)F)cc1)C(=O)c1ccc(N2CCCC2=O)cc1 | -2.9
CC(C)(C)OC(=O)C[C@@H]1C/C=C\C[C@@H](CC(=O)N[C@H](CO)Cc2ccccc2)C(=O)NC[C@@H](c2ccccc2)OC1=O | -3.9
O=S(=O)(c1ccc2c(c1)C(O)c1ccccc1CC2)C(F)(F)F (stereo not drawn) | 17.9

Three compounds already listed, arranged by their value in HDAC3 inh, highest first:
compound | HDAC3 inh
COc1cccc(C(=O)OCC(=O)NCc2ccc3c(c2)OCO3)c1OC | 0.4
COc1ccc(NS(=O)(=O)c2ccc(O)c(NS(=O)(=O)c3ccc(NC(C)=O)cc3)c2)cc1 | 0.2
CC(=O)NC(CC(=O)OCC(=O)c1ccc(NC(=O)CC(C)C)cc1)c1ccccc1 (stereo not drawn) | -0.2
